Source: PubChem BioAssay
Dicer processing – human Dicer pre-microRNA cleavage inhibition; z-score at 25 µM; actives 6% (n = 47,000); AID 1347074; cat-ELCCA pre-miR-21 Dicer processing, chemiluminescence; hits give high values; Q9UPY3; in the data active = z-score above about 3, passing the limit was not always enough;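 also: plate controls were vehicle for no effect and no enzyme for full effect; higher signal means more uncleaved substrate so more Dicer inhibition; strong numbers were not always called active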
* hit, by the source's call.

structure | Dicer processing
COC(=O)c1cc(NC(=O)NC(=O)c2c(Cl)cccc2Cl)ccc1OCS(=O)(=O)c1ccc(Cl)cc1 | 0.45
CCOC(=O)CN(C(=O)COc1nc(C)cc(C)c1C#N)c1cccc(Cl)c1 | 0.42
CCCCOC(=O)C(C)Oc1ccc2c(=O)c(-c3ccccc3)coc2c1 (configuration not stated) | 1.21
Cc1cc(C)c(C#N)c(SCc2ccc(F)cc2)n1 | 1.72
CC(N)CCCC(C)(C)O (configuration not stated) | -0.2
Cc1ccc(-c2cc(C(F)(F)F)nn2-c2ccc(S(N)(=O)=O)cc2)cc1 | 1.18
CN=C(C)/C(C(=O)OC)=C(/O)c1c([N+](=O)[O-])c(C)nn1C | -1.33
CCOC(=O)CN1C(=O)/C(=C\c2ccc(C)o2)N=C1c1ccccc1 | 0.09
COc1cccc(C2N=C(N)Nc3nc4ccccc4n32)c1 (configuration not stated) | 2.07
Cc1ccsc1CNCC(C)O (configuration not stated) | -0.29
Cc1oc2cc(OC(C)C(=O)O)ccc2c(=O)c1Oc1ccccc1 (configuration not stated) | -0.27
O=c1c(Nc2ccccc2)c(Nc2ccccc2)c1=O | 7.33*
COc1ccc(C2C(C#N)=C3N=C(N)c4ccccc4N3C3=C2C(=O)CCC3)cc1OC (configuration not stated) | 0.07
C=CCSc1nnnn1-c1ccc(OC(=O)C=C(C)C)cc1 | -0.89
C=CCOC(=O)C1=C(C)NC2=C(C(=O)CC(C)(C)C2)C1c1ccc(C(=O)OC)cc1 (configuration not stated) | -1.18

Further records
structure | Dicer processing
C=CCN1C(=O)C(O)(CC(=O)c2ccc(OC)c(OC)c2)c2ccccc21 (configuration not stated) | -0.72
Cc1ccc(C2Nn3c(C)nnc3SC2C(=O)NCC2CCCO2)cc1 (configuration not stated) | -0.76
CC(C(=O)NNC(=O)NC(C)(C)C)n1nnc(-c2cc(C(F)(F)F)cc(C(F)(F)F)c2)n1 (configuration not stated) | 1.43
CCOC(=O)N/N=C(\C)C(=O)OCC | -0.11
COc1cc(NC(=O)OC(C)(C)C)cc(OC)c1OC | -0.53
CC1(C)CC(=O)C=C(Sc2nc3ccccc3o2)C1 | 2.54
CC1Sc2ccc(Cl)cc2C(=O)/C1=C/c1ccc(C(F)(F)F)cc1 (configuration not stated) | 0.23
CCN(CC)CCNC(=S)Nc1ccc(F)cc1 | -1.18
Cc1nc(-c2ccccc2)nc2sc(C(=O)c3ccc(F)cc3)c(N)c12 | 1.43
Fc1cccc(Cl)c1CSc1nncn1-c1ccc(OCc2ccccc2)cc1 | -0.92
Cc1ccc2c(c1)-c1cc(C)nn1C(c1ccc(C(=O)O)cc1)N2 (configuration not stated) | 2.48
O=C(Oc1ccc2c(c1)oc(=O)c1ccccc12)c1ccccc1 | 2.26
CSc1n[nH]c(=O)n1C1CCCCC1 | -0.21
CN(C)c1cccc2c1c(NC(=O)Nc1ccc(OCc3ccccc3)cc1)nn2C | -0.68
Brc1ccc(CN2CCN(Cc3ccco3)CC2)cc1 | 4.55*

5 entries drawn at random from those above, as already listed:
structure | Dicer processing
O=C(Oc1ccc2c(c1)oc(=O)c1ccccc12)c1ccccc1 | 2.26
CSc1n[nH]c(=O)n1C1CCCCC1 | -0.21
CCN(CC)CCNC(=S)Nc1ccc(F)cc1 | -1.18
Fc1cccc(Cl)c1CSc1nncn1-c1ccc(OCc2ccccc2)cc1 | -0.92
COc1cc(NC(=O)OC(C)(C)C)cc(OC)c1OC | -0.53

The list continues:
structure | Dicer processing
COC(=O)c1ccc(OCC(O)Cn2c[n+](C)c3cc(C)c(C)cc32)cc1 (configuration not stated) | 1.84
CSCCn1c(-c2ccccc2)cc(C(=O)Nc2ccccc2)c1C | -5.15
COC(=O)C/C(=N/Nc1c(Cl)cc(C(F)(F)F)cc1Cl)C(=O)OC | -0.62
COC(=O)c1c(NC(=O)c2ccc(-c3ccccc3)cc2)sc2c1C(C(=O)OC)CC2 (configuration not stated) | 2.81
O=C(Nc1c(C(=O)c2ccccc2)oc2ccccc12)c1cccs1 | -0.81
CC(C)NC(=O)N1CCCN(c2nc3ccc(Cl)cc3s2)CC1 | -0.74
CNC(=O)OC(C)(C)C#Cc1cncnc1 | -1.42
CCOC(=O)Nc1cc(Cl)cc(Cl)c1 | 0.19
CCOC(=O)c1cnc2ccc(Br)cc2c1NCc1ccco1 | -0.57
Cc1ccc(S(N)(=O)=O)c(I)c1 | -1.27
Cc1c(C2=NOC(O)(C(F)(F)F)C2)sc2ccc(Cl)cc12 (configuration not stated) | -4.38
Fc1ccc(-c2csc(Nc3cccnc3)n2)cc1 | 2.75
Cc1ccc2cccc(Oc3nc(C)nc4sc5c(c34)CCC5)c2n1 | 0.03
Cc1ccc2nc(Cc3nc4ccc(C)cc4[nH]3)[nH]c2c1 | -1.74
COC(=O)c1ccc(COC(=O)CCc2nc3ccccc3[nH]c2=O)cc1 | 2.72

More records:
structure | Dicer processing
Clc1ccc(/C=N/N2CCOCC2)cc1 | 1.24
COc1cccc2c1OC(c1ccncc1)N1N=C(c3ccccc3O)CC21 (configuration not stated) | -0.04
CCCCc1c(O)nc(SCCN2CCOCC2)n(-c2ccccc2)c1=O | 2.8
O=C(Oc1ccccc1)OC1CCS(=O)(=O)C1 (configuration not stated) | 4*
COc1cccc(Nc2ccc(-c3ccccc3)nn2)c1 | -0.29
CN1CCN(c2ncnc3oc(-c4ccccc4)c(-c4ccccc4)c23)CC1 | 1.72
C/C(=N\Nc1nc2c(c(=O)n(C)c(=O)n2C)n1Cc1ccccc1)c1ccc(Cl)cc1 | 2.82
O=S(CCc1ccncc1)Cc1ccccc1 (configuration not stated) | 1.74
CSC(=Nc1c(C)cccc1C)N(C)C | -0.41
C=CCOc1ccc(C2C(C(=O)c3cccs3)=C(O)C(=O)N2Cc2cccnc2)cc1 (configuration not stated) | -3.76
O=C(N[C@H](CO)[C@H](O)c1ccc([N+](=O)[O-])cc1)C(Cl)Cl | -0.44
COc1ccc(CN2CCN(CC3CC4C=CC3C4)CC2)cc1OC (configuration not stated) | 2.32
COc1ccc(-c2cc3nccc(-c4cc(F)ccc4O)n3n2)cc1 | 1.88
c1ccc(-c2nc(NCCCN3CCOCC3)c3ccccc3n2)cc1 | 1.96
Cc1ccc(N/N=C(/C#N)C(=O)C2CC2)cc1 | 0.28

Two of the compounds above, with each value named.
smiles: Clc1ccc(/C=N/N2CCOCC2)cc1
  Dicer processing: 1.24
smiles: COc1cccc2c1OC(c1ccncc1)N1N=C(c3ccccc3O)CC21 (configuration not stated)
  Dicer processing: -0.04

More results:
structure | Dicer processing
C=CCOc1cccc(C2c3c(oc4ccccc4c3=O)C(=O)N2c2nnc(C(C)C)s2)c1 (configuration not stated) | -0.57
Clc1cc(Cl)cc(Nc2ncnc(-n3cccc3)n2)c1 | 0.26
CC(C)CNC(=O)c1cnn2c(C(F)(F)F)cc(C(F)(F)F)nc12 | -1.33
N#CCc1c([N+](=O)[O-])ccc2c1ccn2Cc1ccccc1 | 0
Cc1cc(C)n(/N=c2\sc(-c3ccccc3)cn2C2CC3C=CC2C3)c(=O)c1C#N (configuration not stated) | -1.64
Cc1ccc(-c2nc(C#N)c(NCc3ccccc3)o2)cc1 | -2.47
Cc1nn(-c2ccccc2)c(N2CCOCC2)c1[N+](=O)[O-] | -0.55
COc1cc(OC)cc(C(=O)Nc2nc3c(s2)CCc2cc(OC)ccc2-3)c1 | 0.56
CCOC(=O)c1oc2cc(O)c(CC)cc2c(=O)c1-c1ccc2c(c1)OCCO2 | 4.52*
C=CCNc1nc(C)c(C#N)cc1C(=O)OCC | -0.77
O=S(=O)(CS(=O)(=O)Oc1ccc(Cl)cc1Cl)Oc1ccc(Cl)cc1Cl | 2.3
N#Cc1cc([N+](=O)[O-])ccc1Sc1ccccc1 | -1.25
COc1ccc(-c2ncnn2-c2cccc(Cl)c2)cc1OC | 0.81
CCCOC(=O)CSC1=C(C#N)C(c2ccc(CC)cc2)CC(=O)N1 (configuration not stated) | -3.04
CCOC(=O)N1CCN(C(=O)COc2ccc(Br)cc2Cl)CC1 | 0.38

Following part
structure | Dicer processing
CCOC(=O)C(NC(=O)c1ccccc1)(OCc1ccccc1)C(F)(F)F (configuration not stated) | 0.37
Cc1cc(C)c(C)c(Oc2coc3cc(OC(=O)c4ccco4)ccc3c2=O)c1 | -0.56
CCOC(=O)c1cc2c(NC(=O)c3ccc(Cl)cc3)c(C(=O)OCC)sc2nc1C(F)(F)F | -0.76
COc1cc(-c2cc(O)c3c(C)oc(C)c3c(=O)c2)ccc1O | 1.51
CCOC(=O)c1nc(C)nc(Sc2n[nH]c(-c3cc(C(F)(F)F)cc(C(F)(F)F)c3)n2)c1C | -0.77
Cc1cc(NS(=O)(=O)N2CCC(C)CC2)no1 | -1.42
COC(=O)c1c(C)oc(C)c1S(=O)(=O)Nc1c(-c2ccccc2)c(C(F)(F)F)nn1C | -0.55
Cc1ccc(C(=O)Cn2cc([N+](=O)[O-])nc2C)cc1 | 0.01
CSc1ssc(=Nc2ccc(C)c(Cl)c2)c1-c1ccccc1 | -0.32
Cc1cc(NC(=O)C2CCN(C(=O)OCc3ccccc3)CC2)n(C)n1 | -3.75
COC(=O)/C=C1/OC(c2ccc(Cl)cc2)=CC1=O | -0.55
CCOC(=O)c1nn(-c2ccc(Cl)cc2)c2nc3ccccc3n12 | -0.37
Cc1ccccc1NC(=S)NNC(=O)CCc1ccc(O)cc1 | 1.56
CCN(CC)c1ccc(CNc2nc3ccccc3n2C(C)C)cc1 | 0.35
CCOc1cc(C2C(C#N)=C(N)Oc3n[nH]c(C(C)(C)C)c32)ccc1O (configuration not stated) | 2.73

(next part)
structure | Dicer processing
CCOC(=O)C1=C(C)NC2=C(C(=O)CC(c3ccc(OC)cc3)C2)C1c1ccc(O)c(OCC)c1 (configuration not stated) | 1.78
Cc1ccc2oc(-c3ccc(Cl)cc3)c(O)c(=O)c2c1 | -2.02
N#Cc1cnn(-c2ccc(Cl)cc2Cl)c1N | -0.38
O=C(O)C1CSC(c2ccc(Cl)cc2)N1 (configuration not stated) | -0.42
CC(=O)N1N=C(c2ccc(C)cc2)CC1c1ccc(Cl)cc1Cl (configuration not stated) | -0.79
COc1ccccc1OCCOc1ccccc1OC | 1.6
COc1cccc(-n2c(N)c(C#N)c3nc4ccccc4nc32)c1 | 2.79
O=C(CCc1ccc(O)cc1)NNC(=S)Nc1cc(C(F)(F)F)cc(C(F)(F)F)c1 | 0.27
COCCN1C(=O)c2oc3cc(C)c(C)cc3c(=O)c2C1c1ccc(F)cc1 (configuration not stated) | 0.53
CC(C)S(=O)(=O)c1cscc1NC(=O)c1ccccc1Cl | -0.72
COC(=O)c1sc(=S)n(-c2ccc(Cl)cc2)c1C | 0.24
CCCCc1nc(N2CCCC2)c(C#N)c2c1COC(C)(C)C2 | -1.23
O=C(Nc1ccccc1-c1nnc(-c2ccc(Cl)cc2)o1)c1ccc(Cl)cc1 | -1.3
CC1(C)CC(=O)C2=C(C1)N1C(=C(C#N)C2c2ccc3c(c2)OCO3)N=C(N)c2ccccc21 (configuration not stated) | 0.12
Cn1c(SCC(=O)c2ccc(C(C)(C)C)cc2)nnc1-c1ccncc1 | -0.42

(list continues)
structure | Dicer processing
CC(C)(C)NC(=O)N1CCC(C(=O)c2ccccc2)CC1 | 0.02
O=S(=O)(c1ccc(Cl)cc1)N1CCN(Cc2ccncc2)CC1 | -0.4
CCCN(CC1CC1)c1nc(C)nc(Nc2c(Cl)cc(Cl)cc2Cl)c1Cl | -2.11
NC(=O)Cn1c(S(=O)(=O)Cc2ccccc2)nc2ccccc21 | 64.7
CC(=O)c1csc(Nc2ccccc2Cl)n1 | 1.25
CC1(C)CC(=O)C2=C(C1)Nc1[nH]c(=O)[nH]c(=O)c1C2c1ccc(Br)cc1 (configuration not stated) | 1.44
COc1cc(NC(=S)Nc2cccc(C)n2)c(OC)cc1Cl | -0.1
Cc1ccc(Sc2ccc(NC(=O)Nc3ccc(SC(F)(F)F)cc3)cn2)cc1 | -0.98
CCOC(=O)C(NC(C)=O)(Nc1cccc(C)n1)C(F)(F)F (configuration not stated) | -1.38
COC(=O)CSc1nc(C)cc(C)n1 | -0.21
COc1ccc(OCc2nn3c(Cc4ccccc4)nnc3s2)cc1 | -0.36
Cc1cc(=O)[nH]c(SCC(=O)c2ccc(F)cc2)n1 | 1.71
CCC(CO)NS(=O)(=O)c1cc(-c2nnc3c4ccccc4c(C)nn23)ccc1C (configuration not stated) | 2.39
C=CCn1cnc2sc3c(c2c1=O)CCC(C)C3 (configuration not stated) | -0.14
O=C(O)C(Cc1ccccc1)c1ccccc1 (configuration not stated) | -0.25

Following part:
structure | Dicer processing
N#C/C(=C\c1sccc1Oc1ccccc1)S(=O)(=O)c1ccc(C(F)(F)F)cn1 | -0.74
CCN1C(=O)C=CC1=O | -3.57
O=S(=O)(c1cccc(-c2cn3cc(Cl)ccc3n2)c1)N1CCCC1 | -0.45
Clc1ccccc1-c1noc(-c2cccs2)n1 | -0.76
Cc1ccc2ncc(NC(=O)c3ccc(Cl)cc3)c(=O)n2c1 | 0.1
CCSc1cc(C(F)(F)F)c(C(=O)N(CC)c2ccc(Cl)cc2)cn1 | -0.7
O=C(NCc1ccc2c(c1)CCO2)C1=Cc2ccccc2OC1 | -0.42
COc1cc(OC)c(NC(=O)/C=C/C(=O)O)cc1Cl | 0.99
COc1ccc(CCN2C(=O)CSC2=Nc2ccc(F)c(Cl)c2)cc1OC | -0.59
O=c1nc(/C=C/c2ccc(-c3cccc(F)c3)o2)cc(C(F)(F)F)[nH]1 | 3.13*
CC(C)CN1CC(C(=O)O)CC1=O (configuration not stated) | 0.2
COc1ccc(C2CC(=O)C3=C(C2)NC(C)=C(C(=O)OC2CCCC2)C3c2ccccc2)cc1 (configuration not stated) | 0.73
COc1cc(C2OC(=O)c3ccccc3S2)cc(OC)c1OC (configuration not stated) | -0.05

A portion of the library; the hit share may differ from the screen's.
